p53 reactivation = re-activators of mutant p53; H1299 p53-A138V BP100-luciferase reporter, luminescence, 24 h; AID 504706; hit rate 0.063% among 320,000; Potency, µM (highest dose often 92.2 µM), for the others: at the top dose activity change, positive = activation, actives largely listed as activators; note: % of control where 0% means no effect; nearly all actives have a fitted effect of over 45% in size
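p53-null H1299 cells stably carrying temperature-sensitive p53-A138V and a BP100-luciferase reporter were pinned with compounds (4-point, 1:5 series) and held 24 hrs at 37 deg C. Luminescence was read 10 min after detection reagent.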
RORg inh = inhibitors of mouse ROR gamma transcriptional activity; P51450; Drosophila S2 Gal4-RORgamma UAS-luciferase reporter, 20 h; Potency, µM (top dose mostly 53.6 µM), without a hit: at the highest dose activity change, negative = inhibition, usual class: inhibitors; hit rate 5.4% among 310,000; AID 2551; note: % is set by controls: 0 for no effect and ±100 for the full control effect; nearly all actives have a fitted effect of over 60% in size
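Stably transfected Drosophila Schneider cells are the test system, with ROR gamma fused to Gal4 and luciferase under UAS control; luminescence is read after 20 hr of 700 uM copper sulfate induction at ambient temperature.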
MBNL1-CUG inh = MBNL1-poly(CUG) RNA binding inhibition. TR-FRET MBNL1-His/biotin-(CUG)12 binding, 665/545 ratio. hit rate 0.036% among 280,000. AID 2675. Potency, µM (highest dose often 57.5 µM), inactives show at the highest dose activity change, negative = inhibition, hits mostly inhibitors; active = well fitted inhibition curve with a large enough effect in the signal ratio, with a control signal flat, not every such curve was filed as active; inconclusive = small, poorly fitted or top-dose-only effect, or effect the other way, or a change in a side signal; inactive = no such curve, though single readings can be large or run the other way; the % refers to the signal ratio; note: % is set by controls: 0 for no effect and ±100 for the full control effect
Target sequence (Q9NR56 whole entry, looked up): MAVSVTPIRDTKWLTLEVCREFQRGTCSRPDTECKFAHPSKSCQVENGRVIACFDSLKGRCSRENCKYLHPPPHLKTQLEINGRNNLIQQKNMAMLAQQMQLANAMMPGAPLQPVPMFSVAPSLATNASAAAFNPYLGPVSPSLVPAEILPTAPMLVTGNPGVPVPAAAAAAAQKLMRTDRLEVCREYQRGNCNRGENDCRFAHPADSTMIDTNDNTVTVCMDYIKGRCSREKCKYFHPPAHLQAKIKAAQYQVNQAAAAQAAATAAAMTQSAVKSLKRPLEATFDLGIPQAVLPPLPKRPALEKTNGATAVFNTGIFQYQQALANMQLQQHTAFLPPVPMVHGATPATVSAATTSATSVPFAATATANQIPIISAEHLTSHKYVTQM
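Inhibition of protein-RNA binding appears as loss of TR-FRET between terbium anti-His antibody on MBNL1-His and streptavidin-XL665 on biotin-(CUG)12. Activity is normalized to buffer-only and uninhibited-complex controls.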
BRCA1 expr act = BRCA1 expression activation; AID 624202; hit rate 1.1% among 380,000; MCF7-BRCA1-FFLuc reporter, luminescence, 48 h; response scale: scaled: vehicle 0%, 10 µM genistein 100%; Potency, µM (titrated, usually from 46.1 µM), inactives show at the top dose activation, most hits filed as activators; note: nearly all actives have a fitted effect of over 80% in size; some results filed as inactive show a strong effect at the top dose
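Quantitative HTS in MCF7 cells stably reporting BRCA1 expression via firefly luciferase. Compound treatment lasts 48 h at 37 °C in phenol-red free MEM. Activation is expressed relative to genistein at 10 microM and DMSO.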
Rab9 promoter act = activators of Rab9 promoter; AID 485297; Potency, µM (titrated, usually from 9.22 µM), for the others: at the highest dose activation, negative = inhibition, usual class: activators; Huh7 Rab9 promoter-luciferase reporter, luminescence, 24 h; hit rate 2.8% among 320,000; note: % of control where 0% means no effect; nearly all actives have a fitted effect of over 60% in size
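Using Huh7 cells stably transfected with Rab9 promoter–luciferase, compounds were incubated 24 h at 37 °C, 5% CO2; luciferase luminescence was read 10 min after reagent addition.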
MLL CXXC-DNA inh = blocks binding of human MLL CXXC domain to DNA | Q03164 | MLL-CXXC / FITC-HOXA9 DNA fluorescence polarization | Potency, µM (highest dose often 115 µM), inactives show at the highest dose activity change, negative = inhibition, most hits filed as inhibitors | hit rate 0.037% among 290,000 | AID 2662; active = well fitted inhibition curve with a large enough effect in the polarisation, with a control signal flat, not every such curve was filed as active; inconclusive = small, poorly fitted or top-dose-only effect, or effect the other way, or a change in a side signal; inactive = no such curve, though single readings can be large or run the other way; the % refers to the polarisation
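Purified MLL-CXXC (added from a 7 uM solution) was preincubated 5 min at ambient with pinned compounds in 50 mM Tris-HCl pH 7.5, 50 mM NaCl, 1 mM DTT, 0.05% BSA. Fluorescein-labeled HOX-A9 DNA (50 nM solution) followed, 30 min, then polarization read.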
NPC1 promoter act = activators of NPC1 promoter. Huh7 NPC1 promoter luciferase reporter, 24 h. Potency, µM (titrated, usually from 9.22 µM), for inactives: top-dose activation, hits mostly activators. hit rate 2.4% among 320,000;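 note: % of control where 0% means no effect; nearly all actives have a fitted effect of over 60% in size; reporter is driven by a mutant NPC1 promoter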
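Huh7 reporter cells (NPC1 promoter driving luciferase) are dosed with compound for 24 h at 37 °C, 5% CO2; luciferase detection reagent is then added and luminescence measured after 10 min at ambient temperature.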
VP16 counter = Gal4-VP16 reporter inhibition counter-screen | Drosophila S2 Gal4-VP16 UAS-luciferase, luminescence, 20 h | hit rate 3.5% among 310,000 | Potency, µM (doses to about 53.6 µM), for inactives: top-dose activity, negative = inhibition, actives largely listed as inhibitors;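 note: Gal4-VP16 expression switched on by copper sulfate through the metallothionein promoter; % is set by controls: 0 for no effect and ±100 for the full control effect; nearly all actives have a fitted effect of over 50% in size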
FLuc counter = firefly luciferase modulation, counter-screen for miR-21 project; purified FLuc, Km substrates, luminescence inhibition; P08659; AID 588342; hit rate 6.9% among 360,000; Potency, µM (doses to about 57.5 µM), without a hit: top-dose activity change, negative = inhibition, usual class: inhibitors;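 note: plate controls were vehicle for no effect and reference inhibitor for full effect; nearly all actives have a fitted effect of over 55% in size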
Target sequence (P08659 whole entry, looked up): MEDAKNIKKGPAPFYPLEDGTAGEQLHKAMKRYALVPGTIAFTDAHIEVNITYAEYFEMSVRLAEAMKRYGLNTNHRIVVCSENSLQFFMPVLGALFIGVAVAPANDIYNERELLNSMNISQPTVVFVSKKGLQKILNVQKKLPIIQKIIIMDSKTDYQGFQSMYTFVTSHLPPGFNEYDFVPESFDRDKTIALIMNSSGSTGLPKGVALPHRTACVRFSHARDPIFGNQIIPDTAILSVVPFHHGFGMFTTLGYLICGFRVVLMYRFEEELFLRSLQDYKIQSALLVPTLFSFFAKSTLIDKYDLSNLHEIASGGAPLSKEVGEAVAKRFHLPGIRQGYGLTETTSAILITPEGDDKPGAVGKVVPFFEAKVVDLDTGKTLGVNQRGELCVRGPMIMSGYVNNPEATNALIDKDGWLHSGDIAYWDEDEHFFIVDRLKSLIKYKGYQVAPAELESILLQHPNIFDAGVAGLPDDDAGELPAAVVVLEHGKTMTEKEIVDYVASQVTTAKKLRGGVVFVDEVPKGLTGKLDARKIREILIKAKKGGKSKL
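Biochemical qHTS of compounds, final roughly 60 µM downward over six points, against 10 nM purified firefly luciferase using Km concentrations of substrates (10 uM D-luciferin, 10 uM ATP) in Tris acetate pH 7.5 buffer; luminescence output.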
uPA surface inh = cell surface uPA generation inhibition; hit rate 0.31% among 330,000; cell surface uPA generation assay, qHTS; AID 540303; Potency, µM (titrated, usually from 38.3 µM), for the others: at the highest dose activity change, negative = inhibition, hits mostly inhibitors; active = well fitted inhibition curve with a large enough effect; inconclusive = small, poorly fitted or top-dose-only effect; inactive = no such curve, though single readings can be large or run the other way; tested in mouse RAW 264.7 cells; note: % is set by controls: 0 for no effect and ±100 for the full control effect; nearly all actives have a fitted effect of over 55% in size
ELG1 genotox = inducers of genotoxicity in HEK293T ELG1-luciferase cells | hit rate 1.3% among 330,000 | Potency, µM (highest dose often 46 µM), inactives show top-dose activity change, positive = activation, most hits filed as activators | HEK293T ELG1-luciferase reporter, luminescence, 16 h; note: % of control where 0% means no effect; nearly all actives have a fitted effect of over 60% in size
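DMSO vehicle served as control against compound-treated ELG1-luciferase HEK293T cells; exposure lasted 16 hr at 37 °C and 5% CO2, followed by ONE-Glo luminescence detection after 30 min.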
The depositor's hits bear a star; ? = inconclusive; · = not tested or not shown; & = joins results of further samples; [ ] = dose if it differs, or a comment. Unless noted, calls come from the whole dose curve; as a rule, active = well fitted curve in the direction sought with a large enough effect; inconclusive = small, poorly fitted or top-dose-only effect, or another doubt; inactive = no such curve, though single readings can be large; an effect the other way counts as inactive or inconclusive. Potency is the fitted concentration of half-maximal effect. A portion of the library; the hit share may differ from the screen's.

SMILES	p53 reactivation	RORg inh	MBNL1-CUG inh	BRCA1 expr act	Rab9 promoter act	MLL CXXC-DNA inh	NPC1 promoter act	VP16 counter	FLuc counter	uPA surface inh	ELG1 genotox
Cc1oc(-c2ccc(Cl)cc2)nc1CS(=O)CC(=O)NCCCN1CCN(Cc2ccccc2)CC1 (stereo not drawn)	-10%	20%	0%	-12%	-41%[inhibitor]	2%	-26%	-20%	-2%	?	13%
Cc1ccc(NC2(C(F)(F)F)N=C(c3ccccc3)NC2=O)nc1 (stereo not drawn)	-7%	1%	·	-6%	0%	5%	-11%	-2%	3%	5%	-1%
Cc1ccc(C(=O)N2CCC(N3CCC(C(=O)N4CCOCC4)CC3)CC2)cc1C	0%	-10%	4%	-13%	-2%	2%	-5%	0%	0%	4%	-3%
CCN(c1ccc(NC(=O)c2ccc(N3CCCC3=O)cc2)cc1)C(C)C	11%	·	·	-26%	-24%	·	-16%	·	?	-26%	6.5µM*
CNC(=O)c1ccccc1NC(=O)c1ccco1	4%	-1%	8%	2%	10%	-5%	-3%	7%	4%	0%	5%
O=C1C(=O)N(CC2COc3ccccc3O2)c2ccccc21 (stereo not drawn)	12%	0%	?	-3%	6%	-19%	-4%	-15%	-2%	?	-3%
Clc1ccc(Cn2ccc(-c3ccc4c(c3)OCO4)n2)cc1Cl	-1%	17%	0%	-3%	-4%	-2%	4%	1%	-23%	6%	0%
CC(O)Cc1cn(CC(=O)N2CCN(C(=O)OC(C)(C)C)CC2)nn1 (stereo not drawn)	1%	-19%	-2%	17%	8%	8%	0%	0%	1%	2%	0%
N#CCC(=O)Nc1ccccc1C(=O)O	1%	-1%	-4%	6%	3%	15%	1%	19%	-8%	-5%	4%
CN(C(=O)CSc1nnc(-c2ccc(C(C)(C)C)cc2)n1C)C1CCS(=O)(=O)C1 (stereo not drawn)	0%	·	·	31%	2%	·	1%	·	15µM*	?	-1%

Laid out differently: 2 of the compounds above
Under each structure – p53 reactivation | RORg inh | MBNL1-CUG inh | BRCA1 expr act | Rab9 promoter act | MLL CXXC-DNA inh | NPC1 promoter act | VP16 counter | FLuc counter | uPA surface inh | ELG1 genotox
> CC(O)Cc1cn(CC(=O)N2CCN(C(=O)OC(C)(C)C)CC2)nn1 (stereo not drawn)
  1% | -19% | -2% | 17% | 8% | 8% | 0% | 0% | 1% | 2% | 0%
> N#CCC(=O)Nc1ccccc1C(=O)O
  1% | -1% | -4% | 6% | 3% | 15% | 1% | 19% | -8% | -5% | 4%

Full records, looked up by structure.
`Cc1ccc(C(=O)N2CCC(N3CCC(C(=O)N4CCOCC4)CC3)CC2)cc1C` across the screens: p53 reactivation = 0%; RORg inh = -10%; MBNL1-CUG inh = 4%; BRCA1 expr act = -13%; Rab9 promoter act = -2%; MLL CXXC-DNA inh = 2%; NPC1 promoter act = -5%; VP16 counter = 0%; FLuc counter = 0%; uPA surface inh = 4%; ELG1 genotox = -3%
`CN(C(=O)CSc1nnc(-c2ccc(C(C)(C)C)cc2)n1C)C1CCS(=O)(=O)C1` (stereo not drawn) across the screens: p53 reactivation = 0%; RORg inh = ·; MBNL1-CUG inh = ·; BRCA1 expr act = 31%; Rab9 promoter act = 2%; MLL CXXC-DNA inh = ·; NPC1 promoter act = 1%; VP16 counter = ·; FLuc counter = 15µM*; uPA surface inh = ?; ELG1 genotox = -1%
`Cc1oc(-c2ccc(Cl)cc2)nc1CS(=O)CC(=O)NCCCN1CCN(Cc2ccccc2)CC1` (stereo not drawn) across the screens: p53 reactivation = -10%; RORg inh = 20%; MBNL1-CUG inh = 0%; BRCA1 expr act = -12%; Rab9 promoter act = -41%[inhibitor]; MLL CXXC-DNA inh = 2%; NPC1 promoter act = -26%; VP16 counter = -20%; FLuc counter = -2%; uPA surface inh = ?; ELG1 genotox = 13%

Next records.
SMILES	p53 reactivation	RORg inh	MBNL1-CUG inh	BRCA1 expr act	Rab9 promoter act	MLL CXXC-DNA inh	NPC1 promoter act	VP16 counter	FLuc counter	uPA surface inh	ELG1 genotox
COc1ccc2cc3cc(C(=O)NCc4ccc5c(c4)OCO5)oc3nc2c1	0%	9%	14%	29%	0%	50%[activator]	-2%	-8%	1%	0%	-4%
Cn1cccc1Cc1nnc(SCC(=O)NCc2ccc(F)cc2)n1-c1ccc(F)cc1	-7%	-13%	0%	24%	-1%	-8%	-2%	-7%	0%	4%	-7%
CC1CCCN(c2c3c(nc4ccccc24)CCCC3)C1 (stereo not drawn)	3%	?	8%	-54%	1%[1.84 µM]	-2%	-5%	-17%	0%	0%	-11%
CCOc1ccc(NC(=O)C2=C(C)C(=O)OC23CCC(C)CC3)cc1 (stereo not drawn)	0%	-1%	-9%	-24%	2%	-1%	-2%	7%	6%&2%	7%	1%
COc1cc(=O)n2c(-c3ccccc3)csc2n1	4%	4%	14%	11%	-6%	-11%	-3%	8%	-1%	-2%	0%
COc1ccc(N2CCN(CC(=O)c3ccccc3)CC2)cc1	6%	2%	11%	0%	5%	8%	0%	3%	-3%	-1%	1%
COCCn1c(SCc2cccnc2)nnc1-c1c[nH]c2ccccc12	-3%	-33%	-7%	3%	-2%	-5%	-2%	-6%	-2%	3%	0%
COc1ccc(-c2nnc(SCC(=O)NCc3cccs3)n2CC(C)C)cc1	-1%	-1%	-1%	1%	-4%	?	-1%	0%	4%	0%	-1%
Cc1noc(C)c1COc1ccccc1C(=O)NC1CCC(C)CC1 (stereo not drawn)	-13%	5%	-10%	25%	18%	13%	1%	-6%	2%	2%	5%
Cc1ccc(S(=O)(=O)NC(=O)c2cccc(Br)c2)cc1	12%	2%	2%	-3%	0%	17%	1%	-6%	-1%	2%	8%
CC(C)c1ccc(S(=O)(=O)Nc2ccc(SC(F)F)cc2)cc1	7%	16%	-9%	-35%	-4%	7%	1%	?	-2%	11%	-3%
CCC(=O)N1CCc2cc(Br)cc(S(=O)(=O)N3CCC(C(=O)NCCCOC(C)C)CC3)c21	-8%	-8%	-7%	-8%	-8%	16%	4%	8%	1%&1%	3%	-33%[inhibitor]
COCCNCCCOc1ccc(C)cc1Br	-2%	0%	1%	12%	9%	88%[activator]	-1%	-2%	-1%	1%	0%
COC(=O)c1ccccc1NC(=O)CSCC(=O)Nc1ccc(F)cc1	-4%	42%	-24%	6%	6%	12%	4%	-6%	9%	·	-4%
CN(C)c1ccc(S(=O)(=O)NCC(=O)NCc2ccccc2)cc1[N+](=O)[O-]	-6%	-1%	19%	-13%	-1%	1%	-3%	1%	3%	-10%	-1%
Cc1ccc(NC(=O)Cn2c(=O)n(CCCC(=O)NCc3ccco3)c(=O)c3ccccc32)cc1	8%	-13%	0%	-16%	-5%	48%[activator]	-6%	3%	0%	2%	-3%
CCc1cccc(C)c1NC(=O)C1CCCO1 (stereo not drawn)	-2%	-4%	-5%	-9%	-3%	0%	0%	0%	1%	3%	4%
Cc1cccc(OCc2cc(-c3ccccc3)no2)c1C	16%	43%	-6%	?	?	6%	?	7%	12µM*	0%	?
COc1ccccc1CNC(=O)Cn1nc(C(F)(F)F)cc1C	1%	·	·	-16%	2%	·	-15%	·	5%	17%	-1%
CCOC(=O)C1C(c2ccc(C(=O)O)cc2)NC(=O)NC1(O)C(F)(F)F (stereo not drawn)	3%	21%	-3%	-1%	-6%	-12%	-4%	0%	2%	4%	1%
CC(C)CNCC1OCc2ccccc2CO1	0%	5%	-8%	14%	-6%	0%	-1%	3%	3%	3%	-1%
Cn1nnnc1NCc1cccc(Cl)c1Cl	-2%	-9%	-3%	-12%	-8%	7%	-1%	-12%	-2%	-5%	2%
Cn1nc(C(=O)NCCc2ccc(S(N)(=O)=O)cc2)c2ccccc2c1=O	0%	-12%	-11%	-1%	-6%	-18%	2%	27%	4%	4%	11%
CCOc1ccc(N(CC(=O)NC(C)(C)C)C(=O)c2ccco2)cc1	-2%	4%	0%	3%	0%	7%	9%	12%	-1%	6%	-4%
O=C(CSc1nc2ccccc2s1)NCCOc1ccccc1	?	?	0%	8%	3%	4%	3%	?	?	6%	5%
CCNC(=S)N1CCN(c2nc(-c3cccc(OC)c3)cs2)CC1	-7%	14%	1%	4%	3%	2%	3%	?	19µM*	8%	-8%
Cc1cc(N2C(=O)C3C4CC(C(Br)C4Br)C3C2=O)no1 (stereo not drawn)	5%	4%	?	1%	0%	8%	2%	-18%	2%	-3%	-3%
CC(=O)OC(C)(C)C#CCN1CCCC1	-1%	-7%	-6%	6%	-3%	13%	0%	-1%	0%	3%	0%
O=C(CCN1CCCCC1)NNC(=S)NC(=O)c1ccc(Br)cc1	2%	2µM*	·	-11%	-2%	7%	-3%	8.9µM*	-11%	-4%	-6%

Assay outcomes deposited in PubChem BioAssay by National Center for Advancing Translational Sciences (NCATS).
